# AddAB inh: less growth of phage-infected E. coli with AddAB; E. coli expressing H. pylori AddAB, absorbance growth; inhibition, % at 11.9 µM; 330,000 tested, 0.29% active; AID 435030; in the data active means inhibition above about 12%;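 further: 0% = vehicle wells of infected cells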
# DSG3 Ab inh: human desmoglein-3 autoantibody binding inhibition | P32926 | DSG3-coupled beads, scFv-anti-DSG3-GFP binding, flow cytometry; hits give low values | binding (percent of control), % at 10 µM | 310,000 tested, 0.48% active | AID 588358;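 active means binding more than 3 SD below its plate's average and above zero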;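 further: hits lower antibody fragment binding to DSG3; some compounds called inactive have numbers as strong as hits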
# MOR-DOR ag: agonists of human mu-delta opioid receptor heterodimerization; P35372+P41143; cells, OPRM1-OPRD1 heterodimerization, luminescence; activation, % at 9.3 µM; 340,000 tested, 0.3% active; in the data active means activation above about 18%;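 further: 0% = vehicle-treated cells and 100% = reference agonist; values of inactives mirror those of a sister screen read the other way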
# phage Ecoli inh: E. coli growth loss with phage present; inhibition, % at 11.9 µM; 360,000 tested, 0.26% active; growth absorbance; AID 651602; in the data active means inhibition above about 11%
# MOR-DOR inv ag: inverse agonists of human mu-delta opioid receptor heterodimerization; P35372+P41143; inhibition, % at 9.3 µM; 340,000 tested, 0.21% active; cell-based MOR-DOR heterodimer luminescence, inverse agonism; in the data active means inhibition above about 22%, passing the limit was not always enough;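 further: 0% = cells with DMSO and 100% = wells without cells with DMSO; values of inactives mirror those of a sister screen read the other way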
# Ecoli viability: bacterial growth inhibition, counter-screen for AddAB inhibitors; E. coli V3065 growth, OD600 absorbance, 18 h; inhibition, % at 11.9 µM; 330,000 tested, 0.27% active; AID 449728;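 active means inhibition above the campaign's mean inhibition across all tested compounds plus 3 SD, cut at about 9.9% in these data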;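 further: uninfected addAB+ strain grown without phage in ampicillin broth; 0% = DMSO wells and 100% = ciprofloxacin 0.95 µg/ml wells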
# Mot1-301 SUMO: blocks SUMOylation pathway, rescuing yeast Mot1-301 growth; S. cerevisiae Mot1-301 growth rescue, ATP luminescence, 38.5C; percent above DMSO median, 100 means doubled; growth rescue, % at 18.8 µM; 320,000 tested, 1% active;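 active means every valid replicate shows activation above 250% relative to neutral control wells; inactive means the rest, any valid replicate at or below 250%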;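 further: OY570 slx delta 5 strain wells were the positive control but not used for scaling; some compounds called inactive have numbers as strong as hits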
# PfHsp90 yeast 2: inhibits growth of yeast expressing Plasmodium falciparum Hsp90. S. cerevisiae expressing PfHsp90, BacTiter-Glo ATP, 48 h; yeast lacking PDR1 and PDR3 efflux regulators. inhibition, % at 9.4 µM. 310,000 tested, 0.32% active. AID 504621;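 active means every replicate shows inhibition above about 80%, whatever the replicate mean, limit read from the data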;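 further: 0% = DMSO neutral controls and 100% = 20 µM radicicol positive controls; yeast relying on Plasmodium falciparum Hsp90 in place of its own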
# HTR5A ag ctr: counter-screen for OPRM1-OPRD1 agonists: human HTR5A agonism; activation, % at 9.3 µM; 340,000 tested, 0.61% active; AID 504692; HTR5A agonist assay, luminescence, cell-based; in the data active means activation mostly above about 9.5%, no sharp cut-off; inactive means mostly below about 7.6%;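 further: 0% = cells with vehicle only and 100% = reference agonist; strong numbers were not always called active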
# Target sequence (P47898 whole entry, looked up): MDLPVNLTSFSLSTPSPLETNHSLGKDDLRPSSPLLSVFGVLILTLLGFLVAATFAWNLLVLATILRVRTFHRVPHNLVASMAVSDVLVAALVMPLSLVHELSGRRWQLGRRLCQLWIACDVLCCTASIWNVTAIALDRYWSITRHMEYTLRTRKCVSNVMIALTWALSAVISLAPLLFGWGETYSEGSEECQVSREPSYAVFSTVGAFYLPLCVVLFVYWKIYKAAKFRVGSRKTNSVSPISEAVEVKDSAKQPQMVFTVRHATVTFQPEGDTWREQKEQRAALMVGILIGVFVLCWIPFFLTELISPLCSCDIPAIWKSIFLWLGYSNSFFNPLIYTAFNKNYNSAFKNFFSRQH
# HTR5A inv ctr: counter-screen for OPRM1-OPRD1 inverse agonists: human HTR5A inverse agonism; inhibition, % at 9.3 µM; P47898; 340,000 tested, 0.083% active; AID 504634; HTR5A cell line, luminescence; in the data active means inhibition mostly above about 23%, no sharp cut-off; inactive means mostly below about 18%;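 further: 0% = cells with DMSO and 100% = no-cell wells with DMSO; some compounds called inactive have numbers as strong as hits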
# PKA-R1A activ: PKA-R1A complex activation; P00514+P68181; PKA-R1A dissociation, Cy5-IP20 fluorescence polarization; scaled: DMSO 0%, 113 µM cGMP 100%; activation, % at 11.4 µM; 340,000 tested, 0.083% active;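 active means percent activation above the mean of all tested compounds plus 3 SD, cut at about 19% in these data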;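 further: higher means more PKAc released from R1A so a rise in polarization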
# An asterisk follows results filed as active; nt = not tested or not shown.
SMILES,AddAB inh,DSG3 Ab inh,MOR-DOR ag,phage Ecoli inh,MOR-DOR inv ag,Ecoli viability,Mot1-301 SUMO,PfHsp90 yeast 2,HTR5A ag ctr,HTR5A inv ctr,PKA-R1A activ
Cc1nn(CC(=O)NC(C)c2ccccc2)c(C)c1[N+](=O)[O-] (stereo unspecified),4.6,111.2,-3.2,-0.8,15.4,-1.3,-22.0,nt,0.6,-4.0,-1.1
CCOc1cc(C(=O)NC(C)COC)cc(OCC)c1OCC (stereo unspecified),-0.8,100.4,1.6,3.0,-8.2,1.0,-19.6,41.2,4.8,12.4,-4.9
O=C(Cc1ccc(Cl)cc1)NC1CCCN(Cc2ccccc2F)C1 (stereo unspecified),2.1,121.1,-1.9,0.7,9.6,-1.5,-10.0,28.5,5.8,-16.1,-18.9
CC(C)(C)c1nnc(NC(=O)c2ccc3c(c2)OCO3)s1,2.8,102.0,0.4,3.0,-2.4,-1.6,2.6,-12.1,1.5,-3.7,-8.5
CCOc1ccccc1C(=O)NCC(=O)OCCOc1cccc(Cl)c1,3.8,107.9,-0.4,-2.3,1.4,-1.2,-2.7,11.7,2.6,14.9,2.8
Cc1ccc(Sc2nc(-c3ccccc3)ccc2C#N)cc1,-0.5,99.9,-1.1,2.6,5.5,-1.4,-12.7,nt,0.7,-3.6,-3.4
Cc1ccc(NS(=O)(=O)c2ccccc2[N+](=O)[O-])cc1C,1.8,95.8,1.9,3.6,-9.8,-0.8,0.6,4.8,-1.4,3.5,4.7
CCC(C)(C)n1nnnc1C(C(C)C)N1CCSCC1 (stereo unspecified),3.2,106.4,-0.9,1.9,5.3,-0.1,-17.7,15.8,-5.7,20.3,5.0
C[C@H](NC(=O)OC(C)(C)C)c1nnc(SCC(N)=O)o1,1.0,94.8,-3.2,2.1,16.4,-3.4,-21.9,nt,-0.9,-0.3,-5.9
COc1cccc(C2SCC(=O)N2c2cccc(C)c2)c1OC (stereo unspecified),3.5,98.7,-2.5,-0.6,15.0,0.3,-12.1,-1.0,2.3,-6.2,-3.3
CN(Cc1c(C(=O)N/N=C/c2cccs2)nnn1-c1nonc1N)c1ccccc1,3.9,97.5,-0.4,-0.2,2.2,-1.6,10.2,4.0,-4.3,-0.4,-8.0
O=C(NCc1ccco1)C(c1cccs1)N(C(=O)C1COc2ccccc2O1)c1cccc(O)c1 (stereo unspecified),-0.6,100.6,3.1,1.2,-18.2,-2.5,14.4,-20.5,-3.7,-2.5,6.5
CCC(CC)C(=O)c1c[nH]c(C(=O)N2CCN(c3ccc(OC)cc3)CC2)c1,-0.7,116.7,-1.4,2.0,6.4,-0.9,1.6,1.9,-1.2,3.0,-16.6
COc1ccc(C(=O)COC(=O)CNC(=O)c2cccc(OC(F)F)c2)cc1,2.6,99.2,-3.1,1.3,14.3,0.6,-15.7,1.4,-5.9,16.2,-14.7
CCOc1ccc(/C=C/C2=NNC(=O)CC2)cc1,4.3,101.9,-0.3,3.7,2.6,1.8,-4.8,42.0,-1.6,4.5,-2.1
COc1ccc(NC(=O)CSc2ccc3c4c(cccc24)C(=O)c2ccccc2-3)cc1,1.4,137.1,-1.9,3.7,9.7,-1.0,15.1,-72.1,0.4,8.4,-11.0
CCCCOC(=O)Nc1ccc(S(=O)(=O)Nc2ccc([N+](=O)[O-])cc2)cc1,1.6,118.0,1.7,4.2,-8.9,0.3,-1.1,-17.0,-1.3,17.7,-5.6
CC1CCN(CCCn2c(=S)[nH]c3ccc(N4CCOCC4)cc3c2=O)CC1,1.3,100.2,-1.8,0.5,9.6,-5.1,-10.7,-9.7,-1.5,3.8,0.5
CCC(=O)N1CCc2cc(S(=O)(=O)Nc3ccccc3C)ccc21,-0.8,107.0,-2.3,3.0,11.2,-0.5,96.0,21.8,-1.7,6.5,5.2
O=C(CNS(=O)(=O)c1ccccc1Br)OCC(=O)N1CCc2ccccc21,-0.2,nt,-2.1,0.6,10.5,0.6,-4.7,-47.5,1.1,-3.3,-2.0
CCc1ccc(/C=C/c2c([N+](=O)[O-])c(=O)n(C)c(=O)n2C)cc1,-2.2,102.0,-4.0,0.4,17.8,-3.7,21.7,16.0,0.3,-1.2,2.1
COc1cc(CCC(=O)NNC(=O)c2ccc(Cl)cc2)cc(OC)c1OC,2.0,92.2,-3.7,2.4,16.5,0.7,59.2,7.6,1.3,-4.8,-5.9
Cc1cccc(C)c1Nc1c(-c2ccccn2)nc2ccccn12,1.9,90.5,1.4,0.1,-7.1,0.4,-33.0,-0.1,3.1,-13.6,-19.1
O=C(Nc1ccccc1C(=O)Nc1ccncc1)c1ccccc1,3.6,98.7,-2.7,4.1,14.6,0.9,40.1,19.3,2.1,-5.7,3.6

# Four compounds out of the list, ordered by formula weight, low to high:
SMILES,AddAB inh,DSG3 Ab inh,MOR-DOR ag,phage Ecoli inh,MOR-DOR inv ag,Ecoli viability,Mot1-301 SUMO,PfHsp90 yeast 2,HTR5A ag ctr,HTR5A inv ctr,PKA-R1A activ
CCOc1ccc(/C=C/C2=NNC(=O)CC2)cc1,4.3,101.9,-0.3,3.7,2.6,1.8,-4.8,42.0,-1.6,4.5,-2.1
O=C(Nc1ccccc1C(=O)Nc1ccncc1)c1ccccc1,3.6,98.7,-2.7,4.1,14.6,0.9,40.1,19.3,2.1,-5.7,3.6
CCC(=O)N1CCc2cc(S(=O)(=O)Nc3ccccc3C)ccc21,-0.8,107.0,-2.3,3.0,11.2,-0.5,96.0,21.8,-1.7,6.5,5.2
COc1ccc(C(=O)COC(=O)CNC(=O)c2cccc(OC(F)F)c2)cc1,2.6,99.2,-3.1,1.3,14.3,0.6,-15.7,1.4,-5.9,16.2,-14.7

# Further entries follow:
SMILES,AddAB inh,DSG3 Ab inh,MOR-DOR ag,phage Ecoli inh,MOR-DOR inv ag,Ecoli viability,Mot1-301 SUMO,PfHsp90 yeast 2,HTR5A ag ctr,HTR5A inv ctr,PKA-R1A activ
Cc1ccc(NC(=O)CN2CCC(C(=O)c3ccc4c(c3)OCCO4)CC2)cc1,0.2,nt,9.9,3.7,-62.1,0.9,-12.9,3.3,0.1,-2.4,5.2
CC(C)Cn1cnc2c(SCc3ccc(Cl)cc3)nc(N)nc21,nt,114.8,-0.4,0.1,1.9,nt,nt,12.6,0.0,-0.2,4.3
CCOc1ccccc1OCC(=O)Oc1ccc(C)c(C)c1,3.7,106.1,3.1,2.7,-17.0,0.7,-9.8,-2.1,6.0,-9.0,-0.2
CCOc1ccc(-c2cc(C(=O)OC)nc3c2c(=O)n(C)c(=O)n3C)cc1,2.0,106.4,-2.2,1.8,11.3,2.4,nt,16.1,0.0,25.4,-6.9
CCCCC1(C)NC(=S)N2N1C(=S)NC2(C)CCCC (stereo unspecified),4.1,96.6,nt,0.7,nt,-1.2,11.5,-15.9,nt,nt,nt
COC(=O)[C@@H](Cc1c[nH]c2ccccc12)NC(=O)C1CCCN(S(=O)(=O)c2ccc(C)cc2)C1 (stereo partly specified),nt,96.3,2.5,0.1,-12.1,nt,-15.4,8.1,-0.6,2.1,-2.1
Cc1ccc(-n2c(NN)nc3ccccc3c2=O)c(C)c1,1.2,96.2,1.9,0.3,-9.6,0.5,-27.3,14.2,2.2,-0.3,10.5
C[C@H](NC(=O)CCCn1nnc2ccccc2c1=O)C(=O)O,4.1,100.0,-0.3,1.2,1.6,0.7,-8.8,-30.6,2.0,-5.8,2.7
CCOC(=O)c1ccc(N2C(=O)c3n[nH]c(C)c3C2c2ccccn2)cc1 (stereo unspecified),0.5,95.3,-1.5,1.0,8.6,-0.3,165.9,4.9,-2.4,6.9,-1.3
Cc1cccc(C(=O)NCC(=O)N2CCCC2)c1,1.2,104.8,-1.3,-1.5,6.6,1.5,-6.5,5.9,2.9,-6.8,-6.5
COc1ccc(OC)c(NC(=O)CN(Cc2ccccc2)S(C)(=O)=O)c1,0.6,95.3,-0.9,1.4,4.7,-3.0,-13.1,-7.1,6.3,-10.3,4.7
CN(C)CCCN(C(=O)c1ccc(C(=O)c2ccccc2)cc1)c1nc2cc3c(cc2s1)OCO3,1.6,120.1,0.3,2.9,-1.7,-1.2,-18.3,6.1,1.5,-5.6,4.8
Cc1ccc(-c2noc(CCCC(=O)NC3CCCCC3)n2)cc1,2.9,95.1,1.1,2.3,-6.4,-1.4,-8.3,26.2,2.8,-6.7,0.3
N#C/C(=C\c1cc(O)c(O)c(O)c1)C(N)=O,-2.1,120.8,-2.6,-4.9,12.0,-1.3,-11.1,16.4,-3.4,12.2,-5.4
O=C(c1cccs1)N1CCN(CCCc2ccccc2)CC1,1.1,125.5,0.2,0.7,-1.1,-0.1,30.2,-44.9,-1.2,22.1,-5.3
CCOc1cc(/C=C2\SC(=S)N(NS(=O)(=O)c3ccccc3)C2=O)ccc1O,1.2,85.6,-2.4,2.0,13.8,-1.0,33.0,-28.4,-2.3,8.9,-0.6
Cc1cc(NC(=O)c2c(C)noc2C)no1,1.8,107.7,-0.2,3.3,1.2,0.7,119.3,-9.0,2.1,11.7,-2.9
CCCCCn1c(N)c(-c2nc3ccccc3s2)c2c([N+](=O)[O-])nn(CC)c(=O)c21,-0.9,94.7,0.7,-0.2,-3.9,1.7,-21.4,nt,-0.2,10.1,-5.4
Cn1cccc1C(=O)OCC(=O)Nc1cccc(S(=O)(=O)N2CCOCC2)c1,4.0,96.9,-1.7,-0.9,8.8,1.6,-1.2,5.0,2.0,-11.2,-13.8
O=C(NCCC1=CCCCC1)c1ccc2c(c1)N(Cc1ccccc1)C(=O)CS2,1.1,105.3,3.4,0.5,-18.4,0.4,-7.0,nt,0.6,-8.7,-5.9
Cn1cnnc1SCc1ccc(C#N)cc1Cl,1.8,99.1,-1.0,2.0,5.7,0.5,260.6,6.3,1.0,-13.5,-4.7
O=C(Nc1ccccc1N1CCCC1)c1ccccc1Cl,-1.2,103.6,-1.3,0.0,5.9,-2.0,0.0,-6.3,2.1,-7.7,-8.3
Cc1ccc(C(C)C)c(OCC(=O)NCC(c2cccs2)N2CCOCC2)c1 (stereo unspecified),2.0,95.4,8.5,2.7,-45.9,1.0,-6.4,-13.8,0.8,-9.6,-3.5
CC1=C(C(=O)OC(C)C)C(C2CC=CCC2)NC(=O)N1 (stereo unspecified),3.5,98.3,-1.5,-0.6,8.6,1.6,188.0,24.4,-8.2,21.2,7.7
CC1CCN(C(=O)C2c3ccccc3C(=O)N3CCc4ccccc4C23)CC1 (stereo unspecified),1.8,97.3,-0.3,2.2,1.8,-0.6,15.7,11.4,3.3,-7.8,1.6
CCN(C(=O)COC(=O)c1sccc1C)c1c(N)n(Cc2ccccc2)c(=O)[nH]c1=O,-0.5,109.0,0.2,-1.2,-0.9,-0.4,-1.4,-6.1,4.9,-12.2,2.2

# Compound profiles, from the list above. Screens in order: AddAB inh	DSG3 Ab inh	MOR-DOR ag	phage Ecoli inh	MOR-DOR inv ag	Ecoli viability	Mot1-301 SUMO	PfHsp90 yeast 2	HTR5A ag ctr	HTR5A inv ctr	PKA-R1A activ
# Shown for CC(C)Cn1cnc2c(SCc3ccc(Cl)cc3)nc(N)nc21 → nt	114.8	-0.4	0.1	1.9	nt	nt	12.6	0.0	-0.2	4.3
# Shown for O=C(Nc1ccccc1N1CCCC1)c1ccccc1Cl → -1.2	103.6	-1.3	0.0	5.9	-2.0	0.0	-6.3	2.1	-7.7	-8.3
